Bioassay records (PubChem BioAssay)
ALOX15B inhib – inhibitors of human 15-lipoxygenase 2 (ALOX15B). O15296. purified 15hLO-2, xylenol orange hydroperoxide absorbance. Potency, µM (doses to about 57.1 µM), inactives show at the highest dose activity change, negative = inhibition, usual class: inhibitors. 0.56% of 110,000 active. AID 881; also: potency is read from the fitted curve at half-maximal effect; nearly all actives have a fitted effect of over 60% in size; many of its hits are not listed in these tables
Target sequence (O15296 whole entry, looked up): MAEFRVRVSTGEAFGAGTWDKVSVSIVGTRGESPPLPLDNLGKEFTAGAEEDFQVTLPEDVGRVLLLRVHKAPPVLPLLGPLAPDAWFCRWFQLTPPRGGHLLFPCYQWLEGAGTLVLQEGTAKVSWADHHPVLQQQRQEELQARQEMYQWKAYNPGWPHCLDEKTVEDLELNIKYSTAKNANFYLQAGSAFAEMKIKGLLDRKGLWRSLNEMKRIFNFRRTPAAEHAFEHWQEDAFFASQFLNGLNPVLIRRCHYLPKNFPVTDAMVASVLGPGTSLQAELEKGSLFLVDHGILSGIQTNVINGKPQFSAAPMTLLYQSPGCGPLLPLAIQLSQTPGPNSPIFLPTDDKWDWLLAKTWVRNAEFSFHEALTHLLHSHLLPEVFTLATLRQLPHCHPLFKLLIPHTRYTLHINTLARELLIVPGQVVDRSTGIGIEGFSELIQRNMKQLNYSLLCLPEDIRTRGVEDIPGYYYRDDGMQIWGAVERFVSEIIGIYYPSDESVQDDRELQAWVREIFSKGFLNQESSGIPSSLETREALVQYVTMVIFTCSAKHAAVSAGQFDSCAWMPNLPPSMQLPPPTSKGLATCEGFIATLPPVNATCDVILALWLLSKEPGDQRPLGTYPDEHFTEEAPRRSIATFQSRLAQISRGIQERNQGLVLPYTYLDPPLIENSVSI
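Screening format was qHTS against 50 nM purified 15hLO-2 in Hepes pH 7.5 with detergent. Activity follows hydroperoxide formation from 45 uM arachidonic acid, measured as 573:405 nm absorbance ratio of the ferric-xylenol orange complex.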
IMPase cell inh – IMPase inhibition in cells. P97697. CHO-M1 cells, IP1 accumulation, HTRF TR-FRET ratio. inhibition (IP1 accumulation), % at 46.1 µM. 120,000 tested, under 10 active. AID 901; active = well fitted curve in the direction sought with a large enough effect in the signal ratio, not every such curve was filed as active; inconclusive = small, poorly fitted or top-dose-only effect, or a change in a side signal; inactive = no such curve, though single readings can be large or run the other way; the % refers to the signal ratio;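 also: cells stimulated with carbachol in lithium chloride buffer; plate controls were DMSO basal wells for no effect and reference inhibitor wells for full effect; higher means more IMPase inhibition seen as more IP1 and lower FRET ratio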
Target sequence (P97697 whole entry, looked up): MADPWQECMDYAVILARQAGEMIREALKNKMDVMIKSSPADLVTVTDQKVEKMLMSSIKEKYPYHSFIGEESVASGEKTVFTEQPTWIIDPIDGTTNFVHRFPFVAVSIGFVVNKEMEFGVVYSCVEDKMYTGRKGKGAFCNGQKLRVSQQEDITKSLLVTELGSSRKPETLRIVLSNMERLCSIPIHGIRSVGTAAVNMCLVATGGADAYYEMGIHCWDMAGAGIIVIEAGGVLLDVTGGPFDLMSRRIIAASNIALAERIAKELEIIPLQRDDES
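Elevated IP1 in lysates lowers TR-FRET signal (665/620 ratio and 620 channel reported). Cells were CHO-M1, given carbachol (50 uM as added) plus 50mM LiCl, pH 7.4, 30 min, 37C; compounds titrated up to 46 uM; AC50 by Hill equation.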
ALOX12 inhib – blocks human 12-lipoxygenase activity; P18054; purified 12-hLO, xylenol orange hydroperoxide absorbance; Potency, µM (doses to about 57.1 µM), for the others: top-dose activity change, negative = inhibition, actives largely listed as inhibitors; 0.12% of 150,000 active; also: potency is read from the fitted curve at half-maximal effect; nearly all actives have a fitted effect of over 55% in size; many of its hits are not listed in these tables
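Hydroperoxide output read as Fe(III)-xylenol orange absorbance, 573-to-405 nm ratio, after 30 min reaction with 40 uM arachidonic acid. Enzyme: 150 nM purified human 12hLO, 15 min compound preincubation; 25 mM Hepes pH 7.0, room temperature.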
PNC assembly inh – perinucleolar compartment assembly inhibition; activity change (PNC), negative = inhibition, % at 10 µM; AID 2417; PC3M PTB-GFP, PNC prevalence imaging, 16 h; stronger effect = lower value; 3.1% of 140,000 active;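 active = readout at or below -70, meaning at least 70% loss of cells showing the perinucleolar compartment, a nuclear body marking cancer cells; inconclusive = readout between -30 and a set limit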;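 also: plate controls were DMSO wells for no effect and camptothecin positive control wells for full effect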
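PC3M cells stably expressing PTB-GFP, 750–1000 cells/well, treated 16 h at 37 °C with compound (23 nl of library stock), in duplicate. After paraformaldehyde fixation and Hoechst stain, imaged at 20x; PNC prevalence scored by image analysis.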
Numbers without * were called inactive; ? = inconclusive; . = no result given; & = joins results of further samples; [ ] = dose if it differs, or a comment. Unless noted, calls follow the shape of the dose curve; as a rule, active = well fitted curve in the direction sought with a large enough effect; inconclusive = small, poorly fitted or top-dose-only effect, or another doubt; inactive = no such curve, though single readings can be large; an effect the other way counts as inactive or inconclusive. Unless noted, % is scaled to controls: 0 for no effect and ±100 for the full control effect.

SMILES	ALOX15B inhib	IMPase cell inh	ALOX12 inhib	PNC assembly inh
COC(=O)c1[nH]c2cc(OC)ccc2c1NC(=O)CCN1CCCC(C)(C)C1	19%	11	-3%	6
O=C(Oc1ccc(Br)cc1)c1cncc(Br)c1	-1%	-6	6%	14
O=C(Nc1ccc2nc3n(c(=O)c2c1)CCCC3)c1ccccc1[N+](=O)[O-]	.	.	0%	32
CCCSc1nnc(C(C)C)n1N	1%	-8	5%	41
COc1ccc(CCNC(=O)c2nnn(-c3cc(C)cc(C)c3)c2N)cc1OC	.	12	2%	15
CCCc1cc(C(=O)O)c2ccccc2n1	6%	-6	-1%	29
Nn1cc(-c2ccccc2)nc1SCC(=O)NC1CCS(=O)(=O)C1 (stereo unspecified)	8%	5	5%	16
Nc1ccn([C@H]2O[C@H](CO)[C@@H]3[O][Sn]([c]4ccccc4)([c]4ccccc4)[O][C@H]32)c(=O)n1	-2%[11.4 µM]	.	1%[11.4 µM]	.
CSc1nsc(SC)c1NC(=O)OCCc1ccccn1	10%	-2	-6%	13
COc1ccc(C(=O)N2CC3(CC(c4cccc([N+](=O)[O-])c4)=NO3)C[C@H]2C(=O)NCC(N)=O)cc1 (stereo partly specified)	-2%	18	7%	83
C=C(C)C1CC=C(CN2CCC(O)CC2)CC1 (stereo unspecified)	10%	5	2%	?
CN1CCN([C@@H](c2ccccc2)c2ccc(Cl)cc2)CC1	39%[activator][25.6 µM]	11[20.6 µM]	4%[25.6 µM]	.
O=C1NCCN1c1ncc([N+](=O)[O-])s1	-2%[25.6 µM]	-6[20.6 µM]	-4%[25.6 µM]	.
O=C(CCN1C(=O)/C(=C/c2cccc(Br)c2)SC1=S)NNC(=O)c1cccnc1	?	-5	-1%	-2
C=C1c2cccc(C(F)(F)F)c2O[C@H](C(=O)OCC)[C@@H]1CCC(C)C	11%[0.0915 µM]	.	-6%[0.00818 µM]	.
CCOc1ccc(OCCOCCN2CCOCC2)cc1	-10%	5	-1%	41
O=c1cc(CN2CCN(c3ccc(F)cc3)CC2)c2cc3c(cc2o1)CCCC3	-15%	-1	-7%	64
CCOC(=O)c1cc2c(=O)n3cc(C)ccc3nc2n(Cc2cccnc2)c1=N	-6%	6	-1%	?
Cc1ccc(N(CC(=O)Nc2cc(Cl)ccc2Oc2ccccc2)S(C)(=O)=O)c(C)c1	6%	-3	-10%	53
Cc1ccc(NC(=O)COC(=O)C2CC2C)c(S(=O)(=O)N2CCCCC2)c1 (stereo unspecified)	-7%	-2	0%	-27
COc1ccc2nc(NC(=O)c3cccc(OCc4c(C)noc4C)c3)sc2c1	-15%	9	?	-91*
NC1=N[C@H](c2ccc(Cl)cc2)N(c2ccc(S(=O)(=O)Nc3ncccn3)cc2)C(N)=N1	-6%[11.4 µM]	.	0%[11.4 µM]	.
CCOC(=O)C1Sc2[nH]c(=O)sc2C(c2ccc(Cl)cc2)C1C(=O)OCC (stereo unspecified)	-5%	9	-27%	-19
O=S(=O)(c1cccs1)N1CCc2ccccc21	7%	?	-4%	-27
O=C(CN1CCC(C(=O)c2ccc(F)cc2)CC1)Nc1ccccc1	11%	1	-2%	33
O=c1[nH]c(CSc2nc(-c3ccc(F)cc3)cs2)nc2ccccc12	.	.	1%	-116*
COc1cc2c(cc1NC(=O)c1cccnc1)CCCC2	-16%	-8	-3%	0
CC1(C)CC(=O)C=C(NNC(=O)c2ccccc2O)C1	-3%	-22	2%	50
O=S(=O)(NCCc1ccccc1)c1cccc2nsnc12	-5%	4	0%	16
COc1ccc(NC(=O)CN2CCN(CC(=O)Nc3ccccc3Cl)CC2)cc1	-6%	-8	-7%	51
CC1=CC2=NC(=O)/C(=C\c3cc(C)n(-c4ccc(F)cc4)c3C)C(=N)N2O1	.	.	-2%	?
COc1ccc(-c2coc3cc(O)ccc3c2=O)cc1	0%&0%	-4	-2%&0%	.
COc1ccc(-n2c(CNC(=O)c3cc(OC)c(OC)c(OC)c3)n[nH]c2=S)cc1	-16%	3	2%	-12
O=c1oc2cc(O)ccc2c2c1CCCC2	-2%	-23	0%	?
Cc1nonc1NC(=O)OC1CCCCC1	-5%	0	3%	?
O=C(CC1OC(=O)c2ccccc21)c1ccco1 (stereo unspecified)	3%	10	-1%	-9
O=C(Nc1nnc(C2CCCCC2)s1)c1ccco1	-15%	-1	-3%	?
Cc1ccc(Nc2cc(=O)n(C3CCCCC3)c(=O)[nH]2)cc1C	-13%	1	2%	-6
CCNC(=S)N/N=C/c1cccs1	-12%	?	-5%	-6
COc1cc2nc(C3CCC3)n(NC(=O)COc3ccccc3)c(=O)c2cc1OC	5%	12	-2%	9
Cc1csc(NC(=O)c2cc3c(s2)CCC3)n1	24%	6	-18%	-11
Cc1cc(N2CCN(C(=O)c3ccco3)CC2)n2ncnc2n1	.	-10	5%	8
CS(=O)(=O)N(CC(=O)N1CCN(Cc2ccc3c(c2)OCO3)CC1)Cc1ccc(Cl)cc1	15%	7	3%	12
Cc1cc(C)n2nc(SCc3nnc(SCc4ccccc4Cl)s3)nc2n1	-7%	-2	0%	?
Cc1ccccc1OCC(=O)Nc1ccc(S(=O)(=O)Nc2ccccn2)cc1	.	-9	0%	?
COc1ccc(C2C(C(C)=O)=C(O)C(=O)N2CCCn2ccnc2)cc1OC (stereo unspecified)	-4%	-4	-3%	20
O=C(O)CSc1nnc(CNc2ccc(Cl)cc2)n1Cc1ccccc1	-14%	-7	0%	23
CS(=O)(=O)N1CCC[C@@]2(CCN(C(=O)Nc3cccc(C#N)c3)C2)C1	3%	.	-1%	.
CCCCSc1nc2c(cnn2-c2ccc(C)c(C)c2)c(=O)[nH]1	2%	-11	-3%	21
CN(C)C(=O)N1CCC(C(=O)NC2CCCCCCC2)CC1	-8%	8	-1%	?
O=C(Nc1ccn(Cc2ccccc2)n1)c1n[nH]c([N+](=O)[O-])c1Cl	.	.	0%	5
O=C(CCC1CCCC1)NCc1cccs1	4%	12	9%	68
CC(=O)Nc1ccc(/C(C)=N/NC(=O)c2ccccc2Cl)cc1	.	.	9%	43
CCOC1(OCC)N=C(N)C2(C#N)C(c3ccc(NC(C)=O)cc3)C12C#N (stereo unspecified)	-10%	?	-7%	43
Cc1ccc(-c2nn(-c3ccccc3)cc2/C=N/NC(=O)c2ccc3c(c2)OCO3)cc1	5%	2	4%	96
COc1ccccc1/C=C/C=C1N=C(/C=C/c2ccc(Cl)cc2)OC/1=O	.	.	-24%	35
CC(C)(C)c1[nH]c2ccccc2c1/C=N/O	0%	-3	-10%	7
COC(=O)CC1C(C)(C)C(OC(C)=O)[C@@]2(O)C=C3C4CC(=O)OC(c5ccoc5)[C@]4(C)CCC3[C@@]1(C)C2=O (stereo partly specified)	6%	.	-1%	.
O=C1Cc2ccccc2Sc2cc(OCCCN3CCCCC3)ccc21	.	.	-1%	?
CN(C)CCN(Cc1ccccc1)c1nccc(N(C)C)c1C#N	2%	9	6%	23
Additional compounds:
SMILES	ALOX15B inhib	IMPase cell inh	ALOX12 inhib	PNC assembly inh
COc1ccccc1-c1nc(C#N)c(N2CCN(C(c3ccccc3)c3ccccc3)CC2)o1	10%	2	-3%	?
N#Cc1ccc(-c2ccco2)nc1SCC(=O)c1ccc(Cl)cc1	5%	-1	-3%	-6
COc1cccc(C(=O)NCc2ccc(N3CCN(C(=O)OC(C)(C)C)CC3)cc2)c1	13%	4	4%	-11
O=C(CSc1nnc(CNc2ccc(F)cc2)n1CC1CCCO1)Nc1ccccc1 (stereo unspecified)	.	22	-2%	?
CCC1=C(C[C@H]2NCCc3ccccc32)C[C@@H]2c3cc(OC)c(OC)cc3CCN2C1	1%[11.4 µM]	.	3%[11.4 µM]	.
O=C(Nc1nnc(C23CC4CC(CC(C4)C2)C3)s1)c1ccco1	2%	10	0%	36
COc1ccc(-c2ccc(C3C(C#N)=C(N)Oc4n[nH]c(C)c43)o2)cc1 (stereo unspecified)	-5%	3	-1%	29
O=C(CCCn1c(=O)[nH]c2ccccc2c1=O)NC1CCCCCC1	8%[11.4 µM]	-11[1.84 µM]	-2%	37
O=C(NCc1cccs1)C1CCC(CNS(=O)(=O)c2cccs2)CC1 (stereo unspecified)	21%	-6	-1%	-15
CCC(=O)Nc1ccc(NC(=O)/C=C/c2ccc(Cl)cc2)cc1	.	-2	2%	4
CS(=O)(=O)N1CCN(c2ccc(NC(=O)c3ccc(-c4ccc(Cl)cc4)o3)cc2)CC1	-6%	2	2%	?
COc1ccc(NC(=O)CSc2nnc(-c3ccccc3C)n2N)cc1OC	-3%	4	1%	4
O=C(Nc1cccc(Cl)c1)N(CCN1CCOCC1)Cc1ccccc1F	2%	-1	-7%	13
Cc1sc(NC(=O)c2ccco2)c(C(c2cccnc2)N2CCN(C)CC2)c1C (stereo unspecified)	41%[activator]	4	7%	4
COc1ccccc1NC(=O)CC(NC1CCCCC1)C(=O)O (stereo unspecified)	.	5	4%	?
CCSc1nnc(NC(NC(C)=O)(C(F)(F)F)C(F)(F)F)s1	.	.	0%	39
CC(=C/C(=O)O)/C=C/c1ccc([N+](=O)[O-])cc1	.	5	-4%	114
CCCCOC(=O)C1Cc2ccccc2C(=O)O1 (stereo unspecified)	-1%	-2	7%	?
CCOc1ccc(C2=Cc3cc(OC)c(OC)cc3C(=C(Cl)Cl)O2)cc1	1%	3	-6%	14
COc1cccc(NC(=O)Cn2nnc(C(=O)Nc3ccccc3)c2N)c1	5%	-2	-3%	7
CCCCCCC1CC(C)(C(=O)CNc2nncs2)OC1=O (stereo unspecified)	.	5	1%	28
OC(COc1ccccc1)Cn1c2ccccc2c2ccccc21 (stereo unspecified)	.	.	-4%	7
CCN1C(=O)C2C(c3ccccc3F)NC(Cc3ccc(O)cc3)(C(=O)OC)C2C1=O (stereo unspecified)	-12%	-2	-9%	9
CCc1c(C)nc2c(OC)cccc2c1SCCC(=O)O	.	-4	3%	4
CC(/C=N\N1CCN(c2ccc(Cl)cc2)CC1)=C\c1ccccc1	-3%	7	0%	0
Cc1cccc(-n2nc3c([n+]2[O-])CCc2nonc2-3)c1C	.	.	-1%	9
CCCCC(=O)Nc1ccc2c(c1)nc1n2CCSC1	8%	-2	8%	-18
CN(C)C(=O)c1c([N+](=O)[O-])ncn1C	.	.	0%	-13
O=C(Cn1cnc2c(cnn2-c2ccc(F)cc2)c1=O)N1CCCc2ccccc21	.	8	-1%	7
Cc1ccc(-c2csc3nnc(SCC(=O)Nc4cccc(C)n4)n23)cc1	-24%	-10	-10%	29
CCOC(=O)N1CCN(C(=O)NC2CCCCC2)CC1	-6%	3	0%	0
O=C(NCCO)c1ccccc1O	1%	-2	7%	-10
CCc1cccc(CC)c1NC(=O)COn1nnc2ccc(C(F)(F)F)cc21	.	11	0%	-11
Cc1ccc(C(=O)NCc2cccs2)cc1S(=O)(=O)N1CCCCC1	-24%[11.4 µM]	6[1.84 µM]	1%	19
Cc1nnc(SCC(=O)OC2CC(C)CCC2C(C)C)[nH]c1=O (stereo unspecified)	1%	-7	-1%	-3
